Bioassay records as filed in PubChem BioAssay.
NCI-60 one-dose screen, 48 h, at 10 µM unless noted. Numbers give growth in % (100 = growth as untreated, 0 = no growth, -100 = all killed).
MALME-3M: MALME-3M melanoma. hit rate 5.8% among 78,000. AID 1794766
SK-MEL-28: SK-MEL-28 melanoma. hit rate 4.1% among 81,000
SK-MEL-2: SK-MEL-2 melanoma. hit rate 4.7% among 77,000
MDA-MB-435: MDA-MB-435 melanoma; AID 1794794; hit rate 7.8% among 82,000
UACC-257: UACC-257 melanoma | hit rate 4.4% among 78,000 | AID 1794764
UACC-62: UACC-62 melanoma | hit rate 5.4% among 81,000
LOX IMVI: LOX IMVI melanoma; hit rate 7.4% among 79,000
SK-MEL-5: SK-MEL-5 melanoma; hit rate 6.4% among 80,000; AID 1794755
Active calls of the source: *. Rule for the calls: active = growth percent below 10; inactive = the rest.

Screening Nc1c(Br)cc(Br)cc1-c1n[nH]c(=O)[nH]c1=O returned MALME-3M 98, SK-MEL-28 110, MDA-MB-435 99, UACC-62 106 and LOX IMVI 96.
Screening CCN(CC)C(=O)c1nn(C(C)=O)c2cc(F)c(F)cc12 returned MALME-3M 102, SK-MEL-28 113, SK-MEL-2 98, MDA-MB-435 103, UACC-257 90, UACC-62 92, LOX IMVI 93 and SK-MEL-5 95.
Screening COc1cc(/C=C2\CN(S(=O)(=O)c3ccccc3)C/C(=C\c3cc(CN4CCOCC4)c(O)c(OC)c3)C2=O)cc(CN2CCOCC2)c1O returned MALME-3M 99, SK-MEL-28 110, SK-MEL-2 113, MDA-MB-435 105, UACC-257 103, UACC-62 98, LOX IMVI 96 and SK-MEL-5 100.
For CS(=O)(=O)c1ccc(-c2nc3ccccc3n2CC(=O)N/N=C/c2ccccc2)cc1 the results were MALME-3M 82, SK-MEL-28 103, SK-MEL-2 100, MDA-MB-435 97, UACC-257 99, UACC-62 94, LOX IMVI 107 and SK-MEL-5 100.
CCC(C)C(C(=O)O)N1C(=O)/C(=C/c2ccc3c(c2)CCCN3C)SC1=S (configuration not stated) was read as MALME-3M 108, SK-MEL-28 117, SK-MEL-2 102, MDA-MB-435 106, UACC-257 99, UACC-62 104, LOX IMVI 97 and SK-MEL-5 100.
Screening CC(=O)c1ccc2c(c1)[nH]c1ccccc12 returned MALME-3M 102, SK-MEL-28 104, SK-MEL-2 102, MDA-MB-435 103, UACC-257 104, UACC-62 87 and SK-MEL-5 90.
Screening O=S(=O)(O)SCc1ccccc1CSS(=O)(=O)O returned MALME-3M 93, SK-MEL-28 108, SK-MEL-2 104, MDA-MB-435 112, UACC-257 98, LOX IMVI 97 and SK-MEL-5 98.
CCOC(=O)c1[nH]c(C)c(Br)c1C was read as MALME-3M 100, SK-MEL-28 97, SK-MEL-2 94, MDA-MB-435 93, UACC-257 110, UACC-62 96, LOX IMVI 98 and SK-MEL-5 101.
CC(O)COC(C)c1ccccc1 (configuration not stated) was read as MALME-3M 113, SK-MEL-28 110, SK-MEL-2 120, MDA-MB-435 107, UACC-257 94, UACC-62 106, LOX IMVI 92 and SK-MEL-5 107.
For CN(C)N=Nc1ccccc1C(N)=O the results were MALME-3M 107, SK-MEL-28 108, SK-MEL-2 94, MDA-MB-435 100, UACC-257 100, UACC-62 106, LOX IMVI 98 and SK-MEL-5 103.
Cc1cc(C(=O)c2ccccc2)c(C)c2c1[nH]c1ccc(Cl)cc12 was read as MALME-3M 34, SK-MEL-28 59, SK-MEL-2 52, MDA-MB-435 -25*, UACC-257 66, UACC-62 55, LOX IMVI 10 and SK-MEL-5 2.4*.
`Nc1nc(Nc2ccc(F)cc2)c2c(n1)-c1ccoc1CC2` gave MALME-3M 108, SK-MEL-28 92, SK-MEL-2 96, MDA-MB-435 95, UACC-257 100, UACC-62 89, LOX IMVI 101 and SK-MEL-5 98.
For Cc1cc(-c2ccco2)c(C#N)c(=O)n1C(=O)c1ccccc1 the results were MALME-3M 102, SK-MEL-28 103, SK-MEL-2 113, MDA-MB-435 102, UACC-257 98, UACC-62 96, LOX IMVI 93 and SK-MEL-5 100.
Screening CN(C)c1ccc2c(c1)Sc1cc(N(C)C)ccc1N2C(=O)c1ccccc1 returned MALME-3M 106, SK-MEL-28 100, SK-MEL-2 133, MDA-MB-435 108, UACC-257 114, UACC-62 72, LOX IMVI 89 and SK-MEL-5 95.
Screening Cc1cc(C)nc(NS(=O)(=O)c2ccc(Nc3nc(C)c4c(=O)[nH]c(SCc5ccccc5)nc4n3)cc2)n1 returned MALME-3M 113, SK-MEL-28 89, SK-MEL-2 105, MDA-MB-435 107, UACC-257 181, UACC-62 86, LOX IMVI 98 and SK-MEL-5 93.
Screening Cc1ccc(-c2cc(C(=O)N3N=C(c4ccccc4)CC3c3cc(-c4ccccc4)nn3-c3ccccc3)c3ccccc3n2)cc1 (configuration not stated) returned MALME-3M 91, SK-MEL-28 87, SK-MEL-2 100, MDA-MB-435 95, UACC-257 98, UACC-62 94, LOX IMVI 84 and SK-MEL-5 103.
CC(=O)Nc1ncnc2c1ccn2-c1ccc(NC(=O)c2ccc(Cl)c(C(F)(F)F)c2)cc1 was read as MALME-3M 99, SK-MEL-28 94, SK-MEL-2 83, MDA-MB-435 76, UACC-257 84, UACC-62 85, LOX IMVI 90 and SK-MEL-5 77.
For O=C(Cc1c(-c2cccc([N+](=O)[O-])c2)n(-c2ncnc3c2c(-c2ccccc2)c(-c2ccccc2)n3Cc2ccccc2)[nH]c1=O)c1ccc(Cl)c(Cl)c1 the results were MALME-3M -4.0*, SK-MEL-28 46, SK-MEL-2 1.5*, MDA-MB-435 20, UACC-257 31, UACC-62 14, LOX IMVI 16 and SK-MEL-5 -10*.
Screening Cn1cc(/C=C2/C(=O)Nc3ccccc32)c2ccccc21 returned MALME-3M 95, SK-MEL-28 101, SK-MEL-2 101, MDA-MB-435 106, UACC-257 96, UACC-62 107, LOX IMVI 92 and SK-MEL-5 79.
Screening CC(C)(C)c1cc(-c2nc3ccc(N4CCN(CCO)CC4)cc3[nH]2)cc(C(C)(C)C)c1O returned MALME-3M -26*, SK-MEL-28 61, SK-MEL-2 82, MDA-MB-435 6.4*, UACC-62 27, LOX IMVI -35* and SK-MEL-5 74.
For Cn1cc(-c2nnc(N)nc2-c2cn(C)c3ccccc23)c2cc(F)ccc21 the results were MALME-3M 102, SK-MEL-28 106, SK-MEL-2 107, MDA-MB-435 99, UACC-257 98, UACC-62 81, LOX IMVI 98 and SK-MEL-5 87.
For O=C(NCc1ccccc1)NC1(C(=O)N2CCC(c3nc4ccccc4[nH]3)CC2)CCCC1 the results were MALME-3M 85, SK-MEL-28 105, SK-MEL-2 97, MDA-MB-435 100, UACC-257 112, UACC-62 101, LOX IMVI 91 and SK-MEL-5 105.
`c1ccc(N=Nc2ccc(C3=NCCO3)cc2)cc1` gave MALME-3M 78, SK-MEL-28 96, SK-MEL-2 91, MDA-MB-435 80, UACC-257 93, UACC-62 75, LOX IMVI 100 and SK-MEL-5 93.
`COc1ccc(C(O)CCN(Cc2ccccc2)Cc2cc(OC)c(OC)c(OC)c2)cc1` (configuration not stated) gave MALME-3M 108, SK-MEL-28 105, SK-MEL-2 127, MDA-MB-435 107, UACC-257 105, UACC-62 91, LOX IMVI 100 and SK-MEL-5 91.

No new results follow: 9 of the compounds above.
For Cc1cc(-c2ccco2)c(C#N)c(=O)n1C(=O)c1ccccc1 the results were MALME-3M 102, SK-MEL-28 103, SK-MEL-2 113, MDA-MB-435 102, UACC-257 98, UACC-62 96, LOX IMVI 93 and SK-MEL-5 100.
Screening CN(C)c1ccc2c(c1)Sc1cc(N(C)C)ccc1N2C(=O)c1ccccc1 returned MALME-3M 106, SK-MEL-28 100, SK-MEL-2 133, MDA-MB-435 108, UACC-257 114, UACC-62 72, LOX IMVI 89 and SK-MEL-5 95.
Screening Cc1cc(C)nc(NS(=O)(=O)c2ccc(Nc3nc(C)c4c(=O)[nH]c(SCc5ccccc5)nc4n3)cc2)n1 returned MALME-3M 113, SK-MEL-28 89, SK-MEL-2 105, MDA-MB-435 107, UACC-257 181, UACC-62 86, LOX IMVI 98 and SK-MEL-5 93.
Screening Cc1ccc(-c2cc(C(=O)N3N=C(c4ccccc4)CC3c3cc(-c4ccccc4)nn3-c3ccccc3)c3ccccc3n2)cc1 (configuration not stated) returned MALME-3M 91, SK-MEL-28 87, SK-MEL-2 100, MDA-MB-435 95, UACC-257 98, UACC-62 94, LOX IMVI 84 and SK-MEL-5 103.
CC(=O)Nc1ncnc2c1ccn2-c1ccc(NC(=O)c2ccc(Cl)c(C(F)(F)F)c2)cc1 was read as MALME-3M 99, SK-MEL-28 94, SK-MEL-2 83, MDA-MB-435 76, UACC-257 84, UACC-62 85, LOX IMVI 90 and SK-MEL-5 77.
For O=C(Cc1c(-c2cccc([N+](=O)[O-])c2)n(-c2ncnc3c2c(-c2ccccc2)c(-c2ccccc2)n3Cc2ccccc2)[nH]c1=O)c1ccc(Cl)c(Cl)c1 the results were MALME-3M -4.0*, SK-MEL-28 46, SK-MEL-2 1.5*, MDA-MB-435 20, UACC-257 31, UACC-62 14, LOX IMVI 16 and SK-MEL-5 -10*.
Screening Cn1cc(/C=C2/C(=O)Nc3ccccc32)c2ccccc21 returned MALME-3M 95, SK-MEL-28 101, SK-MEL-2 101, MDA-MB-435 106, UACC-257 96, UACC-62 107, LOX IMVI 92 and SK-MEL-5 79.
Screening CC(C)(C)c1cc(-c2nc3ccc(N4CCN(CCO)CC4)cc3[nH]2)cc(C(C)(C)C)c1O returned MALME-3M -26*, SK-MEL-28 61, SK-MEL-2 82, MDA-MB-435 6.4*, UACC-62 27, LOX IMVI -35* and SK-MEL-5 74.
For Cn1cc(-c2nnc(N)nc2-c2cn(C)c3ccccc23)c2cc(F)ccc21 the results were MALME-3M 102, SK-MEL-28 106, SK-MEL-2 107, MDA-MB-435 99, UACC-257 98, UACC-62 81, LOX IMVI 98 and SK-MEL-5 87.

Additional entries
`CC(=O)Nc1cc(C(C)C)c([N+](=O)[O-])cc1C` gave MALME-3M 91, SK-MEL-28 98, SK-MEL-2 102, MDA-MB-435 78, UACC-257 91, UACC-62 72, LOX IMVI 83 and SK-MEL-5 79.
ClC[C@H]1C[C@@H]2C[C@@H]1[C@H]1O[C@@H]21 was read as MALME-3M 96, SK-MEL-28 104, SK-MEL-2 108, MDA-MB-435 98, UACC-257 95, UACC-62 97, LOX IMVI 98 and SK-MEL-5 103.
Screening Cc1nnsc1C(=O)Nc1ncnc2nc[nH]c12 returned MALME-3M 108, SK-MEL-28 98, SK-MEL-2 122, MDA-MB-435 102, UACC-257 90, UACC-62 101, LOX IMVI 98 and SK-MEL-5 103.
Screening Cc1c(/C=C2\Oc3ccc4ccccc4c3C2=O)c(=O)n(-c2ccccc2)n1C returned MALME-3M 98, SK-MEL-28 102, SK-MEL-2 89, MDA-MB-435 97, UACC-257 123, UACC-62 96, LOX IMVI 101 and SK-MEL-5 100.
For CCCCc1oc2ccccc2c1C(=O)c1cc(I)c(O)c(I)c1 the results were MALME-3M 99, SK-MEL-28 137, SK-MEL-2 109, MDA-MB-435 104, UACC-257 108, UACC-62 84, LOX IMVI 94 and SK-MEL-5 84.
Screening CCCc1cc(C)ccc1O returned MALME-3M 98, SK-MEL-28 112, SK-MEL-2 100, MDA-MB-435 111, UACC-257 115, UACC-62 97, LOX IMVI 100 and SK-MEL-5 101.
For CCOC(=O)C1(Cc2ccccc2)CCN(Cc2cccc(OC)c2O)CC1 the results were MALME-3M 12, SK-MEL-28 38, SK-MEL-2 9.3*, MDA-MB-435 20, UACC-257 -5.0*, UACC-62 -7.9*, LOX IMVI 5.5* and SK-MEL-5 -33*.
Screening Cc1ccccc1-n1c(SCC(=O)NC(=O)Nc2cccc(Cl)c2)nc2c(Br)cc(Br)cc2c1=O returned MALME-3M 96, SK-MEL-28 110, SK-MEL-2 99, MDA-MB-435 100, UACC-257 96, UACC-62 75, LOX IMVI 86 and SK-MEL-5 86.
Screening COc1cc(C2CC(c3ccc(Cl)cc3)=Nc3c(N)nc(N)nc3N2)ccc1Oc1nc(NCCO)nc(N2CCOCC2)n1 (configuration not stated) returned MALME-3M 64, SK-MEL-28 73, SK-MEL-2 89, MDA-MB-435 85, UACC-257 71, UACC-62 83 and SK-MEL-5 60.
C=CS(=O)(=O)c1ccccc1 was read as MALME-3M 111, SK-MEL-28 110, SK-MEL-2 102, MDA-MB-435 102, UACC-62 102, LOX IMVI 94 and SK-MEL-5 97.
For Brc1ccc(-c2ccnc3c2c(-c2ccccc2)nn3-c2ccccc2)cc1 the results were MALME-3M 110, SK-MEL-28 106, SK-MEL-2 109, MDA-MB-435 102, UACC-257 94, UACC-62 98, LOX IMVI 106 and SK-MEL-5 101.
Screening CC(C)(C)OC(=O)/C=C/c1cccc2c1C(=O)NC(C)(c1cc3cc4ccccc4cc3oc1=O)N2 (configuration not stated) returned MALME-3M 96, SK-MEL-28 93, SK-MEL-2 86, MDA-MB-435 95, UACC-257 98, UACC-62 63, LOX IMVI 58 and SK-MEL-5 96.
Screening CCOC(=O)C(CCC(C(=O)OCC)(C(=O)OCC)c1ccccc1)(C(=O)OCC)c1ccccc1 returned MALME-3M 116, SK-MEL-28 115, SK-MEL-2 156, MDA-MB-435 99, UACC-257 100, UACC-62 94, LOX IMVI 97 and SK-MEL-5 101.
For c1ccc(C(=NN=C(c2ccccc2)c2ccccc2)c2ccccc2)cc1 the results were MALME-3M 99, SK-MEL-28 102, MDA-MB-435 93, UACC-257 89 and UACC-62 87.
Screening O=C1NC(=S)NC(=O)C1=Cc1cc(-c2ccccc2)n(-c2ccccc2)n1 returned MALME-3M 94, SK-MEL-28 93, SK-MEL-2 101, MDA-MB-435 97, UACC-257 96, UACC-62 89, LOX IMVI 106 and SK-MEL-5 99.
`COc1ccc(/C=C/C(=O)c2ccc3cc(OC)ccc3c2)cc1` gave MALME-3M 109, SK-MEL-28 112, SK-MEL-2 96, MDA-MB-435 106, UACC-257 81, UACC-62 96, LOX IMVI 104 and SK-MEL-5 100.
COc1cccc(OC(=O)c2ccccc2)c1OC(=O)c1ccccc1 was read as SK-MEL-28 85, SK-MEL-2 58, MDA-MB-435 -16*, UACC-257 87, UACC-62 66, LOX IMVI 63 and SK-MEL-5 57.
For COc1ccc(NC(=O)CSc2nnc(-c3cc(-c4ccc(Cl)cc4)nc4ccccc34)n2-c2ccccc2)cc1 the results were MALME-3M 94, SK-MEL-28 95, SK-MEL-2 94, MDA-MB-435 97, UACC-257 94, UACC-62 64, LOX IMVI 99 and SK-MEL-5 89.
`Cc1ccc(-c2cc(-c3cc4ccccc4oc3=O)on2)cc1` gave MALME-3M 92, SK-MEL-28 105, MDA-MB-435 97, UACC-62 87, LOX IMVI 86 and SK-MEL-5 88.
